Screening results: PubChem, Sanford-Burnham Center for Chemical Genomics
Scp-1 inhibitor – blocks human Scp-1 phosphatase activity | inhibition, % at 20 µM | hit rate 0.88% among 340,000 | Q9GZU7 | Recombinant Scp1, phosphopeptide, malachite green phosphate absorbance;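 active = inhibition above about 50% at 20 µM, limit read from the data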;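 also: plate controls were DMSO wells with enzyme for no effect and wells lacking enzyme for full effect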
Target sequence (Q9GZU7 76-261 limits assumed): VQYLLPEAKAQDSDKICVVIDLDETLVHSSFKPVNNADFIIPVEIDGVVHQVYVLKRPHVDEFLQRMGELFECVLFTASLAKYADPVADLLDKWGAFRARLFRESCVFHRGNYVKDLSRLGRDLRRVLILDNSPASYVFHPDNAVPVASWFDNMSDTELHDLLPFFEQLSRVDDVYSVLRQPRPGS
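Test system – truncated SCP-1 phosphatase (76-261aa) · Reagent – Phosphorylated 17-residue peptide substrate · Incubation – 45 min room-temperature reaction, 5 min colour, 30 min stabiliser · Detection – colorimetric phosphate reagent with accelerator and stabiliser, absorbance at 630 nm · Measure – % inhibition at 20 µM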
CendR NRP1 mod – modulators of CendR peptide binding to human neuropilin-1 | O14786 | FAM-RPARPAR peptide binding to NRP-1, fluorescence polarization | inhibition, % at 25 µM | hit rate 0.85% among 360,000;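 active = inhibition or corrected inhibition above about 18%, plus a signal ratio from 0.5 to 1.5, limit read from the data, passing the limit was not always enough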; also: strong numbers were not always called active
Rpn11 inh – blocks the human proteasome subunit Rpn11 | O00487 | human 26S proteasome, Ub4-pepOG fluorescence polarization; 20S core pre-blocked with epoxomicin | calls only at 20 µM | hit rate 0.59% among 360,000 | AID 588493;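 active = inhibition at 20 µM, scaled to each plate's controls, above about 33%, limit read from the data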
Target sequence (O00487 whole entry, looked up): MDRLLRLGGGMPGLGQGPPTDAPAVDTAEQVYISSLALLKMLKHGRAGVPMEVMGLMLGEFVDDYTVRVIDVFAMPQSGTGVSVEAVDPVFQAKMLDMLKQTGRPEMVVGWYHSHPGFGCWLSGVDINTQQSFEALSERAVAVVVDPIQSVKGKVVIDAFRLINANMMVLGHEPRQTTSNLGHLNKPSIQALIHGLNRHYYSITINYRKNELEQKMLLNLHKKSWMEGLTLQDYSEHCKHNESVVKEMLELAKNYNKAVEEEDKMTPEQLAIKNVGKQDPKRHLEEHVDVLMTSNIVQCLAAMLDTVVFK
STEP block – blocks human striatal-enriched tyrosine phosphatase. P54829. recombinant STEP, OMFP fluorogenic substrate, fluorescence. inhibition, % at 20 µM. hit rate 0.25% among 360,000. AID 588621;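 active = inhibition at 20 µM, scaled per plate between control wells, above about 37%, limit read from the data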;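 also: 0% = DMSO with enzyme and substrate and 100% = substrate only without enzyme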
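System: isolated STEP enzyme; schedule: 20 min enzyme reaction at room temperature, protected from light; medium: Bis-Tris buffer pH 6.0, 2.5 mM DTT, 0.005% Tween 20; signal: fluorescence, 480/540 nm; dosing: single compound dose of 20 µM, 1% DMSO final; also added: OMFP substrate, 25 µM final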
NadD inh – inhibitors of Staphylococcus aureus NadD; inhibition, % at 20 µM; purified NadD enzyme, colorimetric absorbance read-out; hit rate 0.78% among 360,000; in the data active = inhibition above about 26%; also: some compounds past the cut are filed as inactive
DNMT1 block – DNMT1 (human) enzyme inhibition. P26358. DNMT1 molecular beacon, Hinp1I cleavage, fluorescence. inhibition (reported as % activation of signal), % at 10 µM. hit rate 0.83% among 360,000. AID 588458; in the data active = inhibition above about 50%
SKN-1 inh – inhibitors of C. elegans SKN-1. C. elegans VP596 Pgst-4::GFP/RFP ratio, acrylamide-induced, 24 h. hit rate 0.49% among 360,000. inhibition, % at 21.8 µM;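 active = interference check ratio from 0.5 to 1.5 plus GFP to RFP signal ratio inhibition reaching or exceeding a fixed threshold, cut at about 30% in these data, passing the limit was not always enough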; also: some compounds called inactive have numbers as strong as hits
SUMO1 PPI mod – modulators of human SUMO1-mediated protein-protein interactions; inhibition, % at 20 µM; SUMO1 binding to a labelled peptide, TR-FRET, 1 h; AID 602429; hit rate 0.33% among 360,000; P63165; in the data active = inhibition above about 37%
Target sequence (P63165 whole entry, looked up): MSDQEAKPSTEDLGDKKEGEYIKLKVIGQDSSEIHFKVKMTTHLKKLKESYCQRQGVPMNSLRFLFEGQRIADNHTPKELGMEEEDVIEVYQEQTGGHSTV
LMPTP block – blocks human LMPTP phosphatase; AID 651560; recombinant LMPTP-A, OMFP fluorogenic substrate, fluorescence intensity; P24666; hit rate 0.22% among 360,000; inhibition, % at 20 µM;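 active = compounds that cut the enzyme signal by at least half of the control window in the single-dose screen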;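 also: plate controls were DMSO wells with enzyme plus substrate for no effect and substrate without enzyme for full effect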
Target sequence (P24666 whole entry, looked up): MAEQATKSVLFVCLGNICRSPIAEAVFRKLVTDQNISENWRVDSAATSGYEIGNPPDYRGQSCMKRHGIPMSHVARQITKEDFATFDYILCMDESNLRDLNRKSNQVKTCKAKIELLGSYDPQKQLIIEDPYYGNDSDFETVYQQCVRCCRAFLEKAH
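Buffer or medium: Bis-Tris pH 6.0, DTT, detergent; Assay system: LMPTP-A enzyme; Quantity: 0.625 nM enzyme; Detection: endpoint fluorescence intensity; Times: 50 min dark incubation at room temperature; Controls: substrate-only low control, DMSO enzyme-plus-substrate high control; Doses: single 20 µM dose; Read-out: percent inhibition versus substrate-only and uninhibited controls; Reagent: 400 µM OMFP.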
MT1-MMP act inh – inhibitors of human MT1-MMP activation | HT1080 RFP-PRO-GFP cells, GFP/RFP ratio fluorescence, overnight; percent of plate control window, DMSO zero | AID 651647 | GFP/RFP ratio change, % at 20 µM | hit rate 0.061% among 360,000 | P50281;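 active = GFP/RFP ratio change of at least 30% with cell ATP level not reduced by more than half and red fluorescence within 50% of control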; also: strong numbers were not always called active
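Assay system: HT1080 RFP-PRO-GFP cells | Dosing: 20 µM single dose, 1% DMSO | Incubation: Cells overnight before dosing, compound overnight, 37 °C, 5% CO2 | Evaluation: GFP/RFP fluorescence ratio | Control set: DMSO-only wells and HT1080 RFP-L50D-GFP cell wells as references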
* = called active by the depositor; i = inactive; x = no result given. Rows were taken by chance; 3.9% or so of the library scored in one or more.

Scp-1 inhibitor	CendR NRP1 mod	Rpn11 inh	STEP block	NadD inh	DNMT1 block	SKN-1 inh	SUMO1 PPI mod	LMPTP block	MT1-MMP act inh	smiles
-7.8	-2.8	i	-1.7	-0.7	-4.8	-1.1	-10.9	-1.1	1.2	O=C(CSc1nc2ncccc2[nH]1)c1cccc([N+](=O)[O-])c1
-8.6	2.1	i	0.7	-0.1	3.0	1.9	4.9	0.1	6.9	Cc1c(C(C)(C)O)[nH]c2cc(C(F)(F)F)ccc12
-5.7	-37.7	i	4.4	10.4	30.0	-10.5	-12.2	13.5	-1.9	COc1ccc2nc(C)cc(N/N=C/c3cccc(OC)c3O)c2c1
-4.6	-3.2	i	-2.1	-1.8	2.4	5.6	0.8	-5.6	0.6	C=CCn1c(SCCN)nnc1-c1cccc(S(=O)(=O)N2CCOCC2)c1
1.6	-14.5	i	-1.5	1.0	-1.8	11.6	-10.1	0.9	-5.1	O=C(NC(NNc1ccc([N+](=O)[O-])cc1)(C(F)(F)F)C(F)(F)F)c1ccccc1Cl
-12.0	-1.9	i	-1.1	1.0	5.7	7.7	-13.7	-0.6	7.3	Cc1c(O)c(=O)c2ccccc2n1C
x	3.2	x	x	x	x	-4.0	4.4	-0.9	5.4	CC1(C(=O)NCc2ccccc2)CN(S(C)(=O)=O)CC(=O)N1CCc1ccc(O)cc1 (stereo not given)
-14.1	5.3	i	0.8	-4.0	0.7	-8.9	-0.9	0.5	0.6	COc1ccc(S(=O)(=O)c2ccc(OCC3CO3)cc2)cc1 (stereo not given)
-1.9	8.1	i	-1.8	0.9	-1.6	-1.6	-2.4	0.2	-1.2	c1ccc(NC2=Nc3ccccc3CS2)cc1
-3.9	-0.8	i	-1.7	-5.0	11.4	3.5	5.1	0.9	5.0	O=S(=O)(CCc1nc2ccccc2[nH]1)c1ccc(Br)cc1
-12.8	-0.4	i	0.0	-6.2	0.2	7.6	3.1	-1.5	-3.2	Cc1cc(C)c(NC(=O)C2CCCO2)c(C)c1 (stereo not given)
-3.6	-7.3	i	4.4	1.2	0.0	7.0	5.1	-1.3	-1.1	O=C(CSc1nnc(NC(=O)C2CC(=O)N(c3ccccc3)C2)s1)NCC1CCCO1 (stereo not given)
0.3	15.9	i	1.0	-2.5	-2.8	9.8	-2.6	-1.5	-2.6	CCCCN(CC)C(=O)c1cccc(Cl)c1
-1.4	-16.6	i	-3.7	9.0	-5.3	10.1	21.5	0.9	-3.6	COc1ccc(-c2csc(/C(C#N)=C/Nc3ccc4c(c3)OCCO4)n2)cc1
-13.9	8.4	i	-1.4	-6.4	3.3	-4.2	-1.7	1.1	1.9	CCOc1ccccc1NC(=O)CN(c1ccc(Cl)cc1)S(C)(=O)=O
-1.1	1.6	i	0.1	2.8	1.2	-1.5	-1.5	-0.1	5.7	CCOc1cccc(NC(=O)C2CC(=O)N(c3ccc(F)cc3)C2)c1 (stereo not given)
-12.1	7.6	i	-1.7	-3.0	0.6	-24.2	-0.3	-1.2	-4.6	CCOC(=O)c1cc2c(ccn2C)n1CC(=O)N1CCCC(C)C1 (stereo not given)
-2.3	-10.8	i	1.8	-1.5	-0.3	8.5	1.0	-3.2	-4.8	CCN1CCN(S(=O)(=O)c2ccc(Cl)c(C(=O)N(C)Cc3cccc(OC)c3)c2)CC1
-17.1	-8.4	i	-1.8	15.2	-9.3	5.7	-2.3	2.9	-6.0	Cc1ccc2nc(NC(=O)CSc3nc4c(c(=O)n3C)SC(C)C4)sc2c1 (stereo not given)
x	-2.6	x	x	-4.5	x	7.1	4.7	1.2	-0.7	C[C@H](c1ccccc1)N1C[C@@H](COCc2ccccc2)Oc2cc(N3CC[C@H](O)C3)ccc2S1(=O)=O
-2.0	15.5	i	-3.2	-2.1	0.6	2.3	-3.7	0.5	-0.7	CCC(C(=O)OCC(=O)Nc1ccc(OC)cc1OC)c1ccccc1 (stereo not given)
-28.6	13.6	i	-1.3	-6.0	-1.2	1.8	0.2	-1.6	-1.6	CCOc1ccc(CN2CCN(Cc3c(C)nn(CC)c3C)CC2CCO)cc1 (stereo not given)
-8.1	-9.5	i	0.1	-1.0	-3.9	-6.0	-22.0	-1.1	-0.3	CCc1ccc(NC(=O)CCNS(=O)(=O)c2cccc3nonc23)cc1
6.8	4.6	i	5.2	0.0	-2.7	-3.0	3.6	-0.9	0.9	CCOC(=O)C1CCCN(C2CC(=O)N(c3ccc(N4C(=O)CC(N5CCCC(C(=O)OCC)C5)C4=O)cc3)C2=O)C1 (stereo not given)
-1.1	-5.3	i	-1.5	-6.9	0.8	-7.8	-20.2	-1.3	-4.0	C/C(=N\NC(=O)c1ccccc1C)c1cccc([N+](=O)[O-])c1

Given with values under each structure: part of the list above.
Below each SMILES – Scp-1 inhibitor | CendR NRP1 mod | Rpn11 inh | STEP block | NadD inh | DNMT1 block | SKN-1 inh | SUMO1 PPI mod | LMPTP block | MT1-MMP act inh
- O=C(CSc1nc2ncccc2[nH]1)c1cccc([N+](=O)[O-])c1
→ -7.8 | -2.8 | i | -1.7 | -0.7 | -4.8 | -1.1 | -10.9 | -1.1 | 1.2
- Cc1c(C(C)(C)O)[nH]c2cc(C(F)(F)F)ccc12
→ -8.6 | 2.1 | i | 0.7 | -0.1 | 3.0 | 1.9 | 4.9 | 0.1 | 6.9
- COc1ccc2nc(C)cc(N/N=C/c3cccc(OC)c3O)c2c1
→ -5.7 | -37.7 | i | 4.4 | 10.4 | 30.0 | -10.5 | -12.2 | 13.5 | -1.9
- C=CCn1c(SCCN)nnc1-c1cccc(S(=O)(=O)N2CCOCC2)c1
→ -4.6 | -3.2 | i | -2.1 | -1.8 | 2.4 | 5.6 | 0.8 | -5.6 | 0.6
- O=C(NC(NNc1ccc([N+](=O)[O-])cc1)(C(F)(F)F)C(F)(F)F)c1ccccc1Cl
→ 1.6 | -14.5 | i | -1.5 | 1.0 | -1.8 | 11.6 | -10.1 | 0.9 | -5.1
- Cc1c(O)c(=O)c2ccccc2n1C
→ -12.0 | -1.9 | i | -1.1 | 1.0 | 5.7 | 7.7 | -13.7 | -0.6 | 7.3
- CC1(C(=O)NCc2ccccc2)CN(S(C)(=O)=O)CC(=O)N1CCc1ccc(O)cc1 (stereo not given)
→ x | 3.2 | x | x | x | x | -4.0 | 4.4 | -0.9 | 5.4

(next part)
Scp-1 inhibitor	CendR NRP1 mod	Rpn11 inh	STEP block	NadD inh	DNMT1 block	SKN-1 inh	SUMO1 PPI mod	LMPTP block	MT1-MMP act inh	smiles
-9.8	7.1	i	1.1	-0.5	2.5	6.9	-9.7	0.9	3.6	CCCC(C(=O)NC1CCCC1)N(Cc1ccc(OC)cc1)C(=O)c1snc(C(N)=O)c1N (stereo not given)
-2.8	3.5	i	2.6	-6.9	-12.9	1.4	-35.3	-4.3	-1.8	CCCN(CC(=O)Nc1ccccc1OC)C(=O)CSc1ccc(Br)cc1C
7.4	-50.2	i	6.4	72.2*	48.6	11.2	18.6	3.9	-9.9	CCc1ccc(N2CSC3=C(C#N)C(c4cccs4)CC(=O)N3C2)cc1 (stereo not given)
-6.1	2.4	i	0.6	0.6	5.1	-8.1	-5.9	0.0	-0.2	CC(C)NC(=O)CSc1ccccc1C(=O)N1CCN(S(=O)(=O)/C=C/c2ccccc2)CC1
3.5	-1.4	i	0.5	-4.8	2.1	13.6	14.7	-0.4	1.5	CCCC[C@@H]1CNC(=O)C(=O)N1CC(C)(C)C
-1.3	1.7	i	-3.4	10.4	2.4	7.5	0.3	0.4	0.6	CC[C@]12c3[nH]c4cc(CCC(=O)N(C)C)ccc4c3CCN1C(=O)[C@@H](CC(=O)NCCC1=CCCCC1)C[C@@H]2C(=O)N1CCN(C(=O)C2CC2)CC1
-10.8	3.8	i	-0.8	-6.3	4.5	-4.7	0.5	-1.3	-0.3	CCOC(=O)c1cnc(COc2ccccc2Cl)[nH]c1=O
-1.4	1.8	i	-0.7	-8.5	6.1	6.8	3.5	-2.2	-0.2	O=C(COC(=O)c1cc(Cl)nc(Cl)c1)NCc1ccc2c(c1)OCO2
-5.7	7.3	i	-1.1	-5.7	-1.6	-2.1	-0.7	-0.7	-1.4	O=C(NCc1cccnc1)C1CCN(S(=O)(=O)c2cccc(C(F)(F)F)c2)CC1
x	-14.1	x	x	x	x	9.1	0.7	2.6	-3.2	Cc1ccc(S(=O)(=O)C[C@@H]2OC[C@H](Cc3ccccc3)N2S(=O)(=O)c2ccc(C)cc2)cc1
-2.5	10.0	i	-1.1	-1.3	-1.1	-2.8	-13.4	-0.7	2.6	Cc1ccc([N+](=O)[O-])cc1NCC(=O)NN
-4.2	3.9	i	1.1	-4.4	1.0	-3.6	0.1	1.1	0.8	O=C(COc1ccc(Cl)cc1)NN=C1CCCCCCC1
0.8	-9.0	i	-6.0	-1.4	-0.4	-27.6	-0.1	-0.5	0.9	CC(=O)NC(CCS(C)(=O)=O)C(=O)Nc1ccc(C)c(F)c1 (stereo not given)
23.9	3.0	i	27.1	2.1	-1.2	-8.4	18.6	1.0	7.0	N/N=C/C(=N\Nc1ccc(Cl)cc1)C(=O)c1ccncc1
-3.6	-3.7	i	3.3	1.5	-1.1	-0.3	-13.4	2.6	2.7	COc1ccc(CCNC(=O)c2ccc3c(c2)NC(=O)C(C(C)C)N3)cc1OC (stereo not given)
-4.3	4.3	i	-0.1	-3.2	3.4	16.1	-0.2	-9.0	6.8	Cc1ccc(NCN2C(=O)C3CC=C(Cl)CC3C2=O)cc1 (stereo not given)
-5.3	-7.8	i	-4.1	3.6	0.1	-4.3	-4.9	-1.3	1.5	Cc1cccc(Nc2nnc(SCc3cc(=O)n4cc(C)ccc4n3)s2)c1
-9.6	-13.3	i	1.9	2.1	1.5	8.5	4.4	-1.3	0.0	COC(=O)CSc1nc2ncc(Cl)cc2[nH]1
x	-4.9	i	-0.4	5.1	-6.8	15.7	-2.5	4.2	2.0	O=C(Nc1cc(C(F)(F)F)ccc1F)C1Cc2c(-c3ccccc3Oc3ccccc3)ccnc2O1 (stereo not given)
x	-4.8	x	x	-0.6	x	-2.6	0.6	-3.4	4.5	CN1CCN(C2CN(Cc3cn(Cc4ccc(C(F)(F)F)cc4)nn3)S(=O)(=O)C2)CC1 (stereo not given)
